# CHRM1 PAM: human M1 muscarinic receptor positive allosteric modulators, primary screen, CHO-K1 cells, Fluo-8 calcium fluorescence, 1536-well; CHO-K1 hM1, ACh EC20; 0% = ACh EC20, 100% = maximal ACh; activation, % at 3 µM; 360,000 tested, 0.088% active; AID 588819, 2011; in the data active means activation above about 19%, passing the limit was not always enough
# Target sequence (P11229 whole entry, looked up): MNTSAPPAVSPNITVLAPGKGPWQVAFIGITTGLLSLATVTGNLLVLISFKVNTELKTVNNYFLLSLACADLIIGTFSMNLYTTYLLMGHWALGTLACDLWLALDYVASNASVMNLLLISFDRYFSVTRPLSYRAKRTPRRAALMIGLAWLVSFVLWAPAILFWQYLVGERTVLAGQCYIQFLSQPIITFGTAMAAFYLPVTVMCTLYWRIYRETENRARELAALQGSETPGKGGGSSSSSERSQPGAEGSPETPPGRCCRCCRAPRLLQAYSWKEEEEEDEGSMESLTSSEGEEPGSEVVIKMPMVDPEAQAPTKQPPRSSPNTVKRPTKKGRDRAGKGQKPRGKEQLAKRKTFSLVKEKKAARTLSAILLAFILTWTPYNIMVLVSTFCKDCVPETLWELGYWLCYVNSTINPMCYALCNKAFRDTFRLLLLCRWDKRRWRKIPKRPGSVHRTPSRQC
# CRFR2-BP ag: agonists of CRF-BP/CRF-R2 complex, primary screen, cell-based, HEK293, calcium dye fluorescence, uHTS | CRF-binding protein / CRF receptor 2 complex (human) | calcium dye fluorescence (FLIPR); percent of saturating CRF peptide response | activation, % at 13.2 µM | 350,000 tested, 0.46% active;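 active means activation of at least 50%, plus an integration ratio under a set limit after plate pattern correction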;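 further: plate controls were neutral control wells without compound for no effect and CRF at EC100 for full effect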
# M1 antag: human M1 muscarinic receptor antagonists, primary screen, CHO-K1 cells, Fluo-8 calcium fluorescence, 1536-well; 360,000 tested, 1.3% active; CHO-K1 hM1, ACh EC80 antagonist; inhibition, % at 3 µM;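 active means percent inhibition above its own plate's cutoff, namely the mean of that plate's compound wells plus 3 SD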;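 further: peak over basal fluorescence ratio during 140 s after agonist addition; 0% = ACh EC80 plus DMSO and 100% = DMSO alone without agonist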
# M5 ag: human M5 muscarinic receptor agonists, primary screen, CHO-K1 cells, Fluo-8 calcium fluorescence; 360,000 tested, 0.19% active; Muscarinic acetylcholine receptor M5 (Homo sapiens), P08912; CHO-K1 hM5 cells; 0% DMSO wells, 100% maximal acetylcholine response; activation, % at 3 µM;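 active means activation above the run's mean over test compounds plus 3 SD, cut at about 23% in these data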;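 further: signal is peak over basal fluorescence ratio across the kinetic read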
# Target sequence (P08912 whole entry, looked up): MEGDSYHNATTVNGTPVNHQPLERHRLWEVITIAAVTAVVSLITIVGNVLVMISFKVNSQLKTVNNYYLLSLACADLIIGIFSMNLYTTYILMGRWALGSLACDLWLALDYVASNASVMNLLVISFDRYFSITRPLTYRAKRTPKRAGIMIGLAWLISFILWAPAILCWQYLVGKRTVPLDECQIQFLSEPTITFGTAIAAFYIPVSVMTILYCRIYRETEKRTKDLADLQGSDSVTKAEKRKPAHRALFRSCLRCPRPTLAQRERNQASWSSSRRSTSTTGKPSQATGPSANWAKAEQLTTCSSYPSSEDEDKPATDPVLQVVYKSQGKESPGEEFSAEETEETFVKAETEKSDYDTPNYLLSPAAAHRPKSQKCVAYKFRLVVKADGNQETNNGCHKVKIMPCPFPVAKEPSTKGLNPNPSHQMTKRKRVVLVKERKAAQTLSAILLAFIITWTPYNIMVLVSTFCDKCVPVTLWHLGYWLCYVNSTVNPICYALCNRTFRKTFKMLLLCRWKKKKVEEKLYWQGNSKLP
# CHRM5 antagonist: human M5 muscarinic receptor antagonists, primary screen, CHO cells, Fluo-8 calcium fluorescence; Muscarinic acetylcholine receptor M5 (Homo sapiens), P08912; CHO-hM5 cells, ACh EC80; inhibition, % at 3 µM; 360,000 tested, 0.59% active;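 active means inhibition above a per-plate cutoff, the mean of that plate's test compounds plus 3 SD, cut at about 27% in these data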;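 further: 0% = acetylcholine EC80 with DMSO and 100% = DMSO without agonist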
# CHRM5 PAM: human M5 muscarinic receptor positive allosteric modulators, primary screen, CHO-K1 cells, Fluo-8 calcium fluorescence; Muscarinic acetylcholine receptor M5 (Homo sapiens), P08912; CHO-K1 hM5, ACh EC20 PAM; 0% = ACh EC20, 100% = ACh EC100; activation, % at 3 µM; 360,000 tested, 0.3% active;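 active means activation above the run cutoff, the mean activation of all test compounds plus 3 SD, cut at about 18% in these data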
#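 system = human M5 receptor in CHO-K1 cells | compound = one concentration, 3 µM final (nominal) | schedule = Post-acetylcholine fluorescence recording 140 s | signal = Fluo-8 calcium dye fluorescence, kinetic read | benchmarks = low control EC20 acetylcholine (0%), high control EC100 acetylcholine (100%) | repeats = singlicate, one well per test compound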
# CHRM4 antagonist: human M4 muscarinic receptor antagonists, primary screen, CHO cells, Fluo-8 calcium fluorescence | Muscarinic acetylcholine receptor M4 (Homo sapiens), P08173 | CHO-hM4 cells, ACh EC80 | inhibition, % at 3 µM | 360,000 tested, 0.73% active | AID 624125, 2012;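 active means inhibition above its plate's cutoff, the mean inhibition of sample wells plus 3 SD, cut at about 27% in these data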;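 further: 0% = acetylcholine EC80 with DMSO and 100% = DMSO without agonist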
# M4 ag: human M4 muscarinic receptor agonists, primary screen, CHO-K1 cells, Fluo-8 calcium fluorescence; AID 624127, 2012; 360,000 tested, 0.14% active; activation, % at 3 µM; Muscarinic acetylcholine receptor M4 (Homo sapiens), P08173; CHO-K1 hM4/Gqi5; vehicle 0%, full acetylcholine response 100%;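 active means activation above the run mean over all test wells plus 3 SD, cut at about 32% in these data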;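 further: peak over basal fluorescence ratio per well then scaled between controls; 0% = DMSO wells and 100% = acetylcholine at EC100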
# CHRM4 PAM: human M4 muscarinic receptor positive allosteric modulators, primary screen, CHO-K1 cells, Fluo-8 calcium fluorescence. CHO-K1 hM4/Gqi5, ACh EC20; 0% = ACh EC20, 100% = maximal ACh. activation, % at 3 µM. 360,000 tested, 0.4% active. AID 624126, 2012;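 active means activation above its plate's cutoff, the mean activation of sample wells plus 3 SD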; further: some results filed as inactive read as strong as hits
# * = called active by the depositor; nt = no result given.
SMILES,CHRM1 PAM,CRFR2-BP ag,M1 antag,M5 ag,CHRM5 antagonist,CHRM5 PAM,CHRM4 antagonist,M4 ag,CHRM4 PAM
Cc1cccc(NC(=O)c2cccc(N3C(=O)C4C5CCC(C5)C4C3=O)c2)c1C (centres undefined),8,-1.0,-11,4,4,-3,7,4,-5
O=C(N/N=C/c1ccc2c(c1)OCO2)c1cc(-c2ccccc2Cl)nc2ccccc12,1,2.0,0,1,4,-3,-6,0,-12
O=C(COC(=O)c1ncc(Cl)c(Cl)c1Cl)Nc1ccc(Cl)cn1,-4,-1.5,9,2,11,-5,8,-1,-2
Cc1ccc2cc(CN(CCCO)S(=O)(=O)c3cccc4nsnc34)c(=O)[nH]c2c1C,-4,5.0,-3,6,-1,-16,-17,21,2
COc1cccc(/C=C/C(=O)OCC(=O)Nc2ccc(S(=O)(=O)N3CCCC3)cc2)c1,1,-0.1,-4,0,3,-3,-2,4,-8
CC(C)OC(=O)c1ccc(OC(=O)c2cccnc2)cc1,0,-1.7,-26,-4,-10,13,-7,2,1
Cc1ccc(C)c(N2CCN(S(=O)(=O)c3ccc4c(c3)CC(C)N4C(=O)C3CC3)CC2)c1 (centres undefined),-5,0.3,16,-4,12,-6,9,0,1
CCNC(=S)N1CCC(C(O)(c2ccccc2)c2ccccc2)CC1,-7,-0.6,2,-3,-10,10,5,1,1
CC(C)CCN1CCN(Cc2nc(-c3ccc(F)cc3)cs2)CC1CCO (centres undefined),-5,1.6,5,-2,10,4,3,2,0
COc1cc(C(=O)N/N=C/c2ccc(OC(=O)c3cccc(C)c3)cc2)ccc1O,-5,0.4,14,1,8,-19,10,12,-11
CCN1CCN(C(=O)CN(C)S(=O)(=O)c2ccc(OC)cc2)CC1,7,-1.0,-17,-2,-3,4,-11,1,8
COC(=O)Cn1c(=NC(=O)c2ccc(Cl)s2)sc2cc(F)ccc21,1,-0.8,2,-1,-1,3,-5,1,16
c1ccc(-c2cc(-c3ccccc3)[nH]n2)cc1,7,-3.4,-8,-2,3,6,-4,0,0
CC(C)NC(=O)C(=O)NCCc1ccc(Cl)cc1,19,-4.1,-35,0,0,2,-2,1,18
O=CN1c2ccccc2CSc2ccccc21,21,-3.2,-16,-14,-3,4,0,1,-9
CCOC(=O)[C@]12CCC=C1N(Cc1ccco1)C(=O)[C@H](CC(=O)NCc1cccc(C(F)(F)F)c1)C2,nt,nt,nt,0,6,-2,2,1,-1
COc1cccc(NC(=O)c2cnc[nH]2)c1,6,2.4,-11,1,3,-1,-7,1,8
CCOC(=O)C1=C(C)NC(C)=C(C(=O)OCC)C1c1ccc(OC)c(OC)c1,2,-1.2,-6,-2,4,0,-1,0,-4
Cc1ccc2[nH]cc(CCNC(=O)c3ccc4c(c3)OCO4)c2c1,3,-1.6,-4,1,2,5,0,3,-4
CCNc1nc(NC(C)C)nc(N(C#N)C(C)C(=O)N(CC)CC)n1 (centres undefined),12,-3.1,-8,3,-6,11,6,0,1
CC(NC(=O)c1ccc(Cl)cc1Cl)C(c1ccccc1)N1CCOCC1 (centres undefined),11,-0.9,-11,-3,7,-3,-1,0,2
CCCOP(=O)(OCCC)C1(Nc2ccc(C)cc2)CCCCC1,5,4.9,-4,0,-1,4,-8,-1,2
CCOC(=O)C1(Cc2cccc(OC)c2)CCN(Cc2cccc(OC)c2OC)CC1,-4,1.1,-4,1,6,-10,6,11,-11
CNC(=O)c1nnn(Cc2ccccc2)c1NC(C)=O,-3,-0.7,7,0,4,-3,4,0,-2
CCCn1c(SCC(=O)N2CCCc3ccccc32)nnc1-c1ccccn1,6,1.1,-20,-2,-9,-1,0,2,4
CC(C)(C)n1nnnc1C(c1ccc2ncccc2c1)N1CCC(O)CC1 (centres undefined),11,1.4,-9,-2,4,-1,1,2,19
O=C(CC1C(=O)NCCN1C(=O)Nc1ccccc1)Nc1ccc2c(c1)OCCO2 (centres undefined),10,-0.6,-3,2,4,1,11,0,13
COC(=O)c1nn(-c2ccc(Cl)cc2)c(=O)cc1Sc1ccccn1,3,-1.6,7,-1,2,10,9,1,20
CC1=CSC2=NC(C(F)(F)F)(C(F)(F)F)NC(=O)N12,9,-0.7,-13,0,5,0,0,0,-3
Cc1cccc(N2CCN(C(=O)c3ccc(CS(=O)Cc4ccc(Cl)cc4)o3)CC2)c1C (centres undefined),-6,2.8,3,-5,4,-3,8,7,-5
NS(=O)(=O)c1ccc(CCNC(=O)COC(=O)CC(c2ccccc2)c2ccccc2)cc1,-3,-4.2,-3,0,2,-3,2,5,-6
N#CC1=C(N)Oc2n[nH]c(-c3cccs3)c2C1c1ccncc1 (centres undefined),7,0.3,0,3,7,1,-2,1,5
O=C(CCn1c(=S)oc2ccccc21)Nc1cccc(O)c1,3,-0.3,0,0,15,-5,-1,2,3
COc1ccc(OC)c(S(=O)(=O)N2CCN(c3ccccc3)CC2)c1,16,-1.0,-17,2,2,-7,2,0,-3
CC(C)CC1(C)NC(=O)N(CCN2C(=O)c3ccccc3C2=O)C1=O (centres undefined),9,-4.2,-7,4,4,-5,-7,1,3
CN(C)S(=O)(=O)Oc1ccc(C(=O)Nc2cccc(Cl)c2)cc1,-2,0.7,-1,0,-3,-2,-5,3,3
O=[N+]([O-])c1ccc(CN2CC(N3CCC(Cc4ccccc4)CC3)CS2(=O)=O)cc1 (centres undefined),-9,-0.7,5,2,5,-6,3,9,-6
O=C(Cn1cccc1C(=O)c1ccccc1)NCCCN1CCOCC1,11,-0.6,-17,0,-6,6,1,1,3
Cc1ccc(C)c(-n2nnc3ccccc3c2=O)c1,15,17,-19,0,2,0,1,0,3
CC1CCc2nc(NC(=O)CN3CCN(Cc4ccc5c(c4)OCO5)CC3)sc2C1 (centres undefined),-9,-0.3,11,-3,-3,-8,-4,2,-11
O=C(NCc1ccco1)c1ccc(-c2csnn2)cc1,10,-2.6,-14,0,1,6,6,1,-6
COc1cccc(N2C(=O)CN(Cc3cc(OC)c(OC)c(OC)c3)C2=S)c1,12,-0.6,-14,-2,-1,-4,-3,3,-1
COc1ccccc1C1(O)CCN(CC(=O)Nc2c(C)nn(C)c2C)CC1,11,-0.5,-2,1,1,2,-6,1,15
O=C(CSc1nc2ccccc2o1)NCc1ccco1,-2,-1.7,6,-1,2,-1,0,1,7
O=C(Nc1nnc(-c2ccco2)s1)c1ccccc1,4,3.6,-12,4,-2,1,-8,3,4
COC(=O)CCCn1cc(CN2CC(N3CCN(CCN(C)C)CC3)CS2(=O)=O)nn1 (centres undefined),nt,nt,nt,4,1,5,-6,0,10
O=C(c1ccc2c(c1)OCCO2)N1CCN(c2ccccn2)CC1,1,-0.8,2,-3,11,-2,1,4,-2
O=C(c1ccccc1)c1ccc(N2CCN(C(=O)c3ccc(F)cc3F)CC2)c(F)c1,-10,-0.6,5,4,2,-12,-11,18,-8
O=C(CCS(=O)(=O)c1cccc2nonc12)N1CC(=O)N(CCc2ccccc2)C(=O)C1,3,-0.4,1,3,9,-8,7,2,-2
CCCNc1ncnc2c1cnn2C1CCCCO1 (centres undefined),4,1.8,-11,2,6,6,-1,1,-1
# Other compounds:
SMILES,CHRM1 PAM,CRFR2-BP ag,M1 antag,M5 ag,CHRM5 antagonist,CHRM5 PAM,CHRM4 antagonist,M4 ag,CHRM4 PAM
O=C(NCc1cccnc1)c1cc(-c2ccco2)on1,2,-0.8,2,-1,-6,-6,-14,0,-1
O=C(CN1CCN(c2nc(-c3ccccc3)cs2)CC1)Nc1ccc2c(c1)OCO2,-2,0.3,6,-1,1,3,2,1,-4
O=C(COC(=O)C(O)c1ccccc1)c1ccc2c(c1)OCCO2 (centres undefined),-4,-0.6,18,1,-1,-3,6,2,-4
CCCCCCCOC(=O)C[N+](C)(C)CCOC1CC2CCC1(C)C2(C)C (centres undefined),5,111*,11,-11,14,-4,12,18,-14
O=C(CN1C(=O)C2C3C=CC(C3)C2C1=O)NCCN1CCCc2ccccc21 (centres undefined),0,4.7,-6,-4,0,5,4,1,-3
COc1cc(OC)nc(Nc2nc(C(N)c3ccccc3)cs2)n1 (centres undefined),-1,nt,7,2,6,1,-7,7,2
O=C(NCc1ccc(Cl)cc1)N1CCc2ccccc2C1,16,0.2,-21,-1,3,3,2,0,0
COc1ccc(CCNC(=O)COC(=O)CSc2ccc(C(N)=O)cc2[N+](=O)[O-])cc1OC,7,-2.4,-5,-2,4,-2,-11,4,15
CSc1ccc(C2NC(=O)c3c(sc4c3CCN(C)C4)N2)cc1 (centres undefined),-20,45,27,4,13,-21,-2,17,-17
CN1CCc2nc(SCC(=O)Nc3ccc(OC(F)(F)F)cc3)c(C#N)c(-c3cccs3)c2C1,-6,5.3,5,-5,8,-8,7,1,1
CC(C)c1nc(SCC(=O)Nc2ccc3c(c2)OCCO3)n[nH]1,12,-1.8,-3,2,1,6,-6,2,6
Cc1ccccc1C(=NC(=O)c1ccccc1)c1ccccc1,0,-0.8,-2,-7,-3,1,-6,-2,11
CCc1ccc(NC(=O)CC2C(=O)NCCN2C(=O)c2ccccc2OC)cc1 (centres undefined),4,1.5,-2,-1,-7,-3,-5,1,-2
Cc1ccc(CNC(=O)Cn2ccc3cc(S(=O)(=O)N4CCCCCC4)ccc32)cc1,6,-0.2,1,-5,17,-5,5,0,-10
COc1ccc(C)cc1N(CC(=O)N/N=C/c1ccc2c(c1)OCO2)S(C)(=O)=O,10,-0.3,-6,-4,8,2,-1,2,2
COc1cc(OC)cc(C(=O)NCC(=O)OCc2nc3ccccc3s2)c1,0,-0.7,11,-3,4,6,9,2,0
O=S(=O)(NCC(Nc1ccc(Cl)cc1)c1ccccc1)c1ccc(Cl)cc1 (centres undefined),-2,-3.0,3,-1,13,-8,16,1,-13
Cc1ccc2nc(SCC(=O)Nc3cc(C(C)(C)C)nn3-c3ccccc3)[nH]c2c1,4,-0.8,-1,-1,7,-7,-8,-1,-2
O=C(COC(=O)c1cc(S(=O)(=O)N2CCOCC2)c(Cl)cc1Cl)NC1CC1,9,11,-7,1,-3,7,-9,3,14
COc1ccc(-c2cn(-c3ccc(C)c(C)c3)c(=S)[nH]2)cc1OC,12,-1.2,5,-6,8,5,-2,0,0
O=C(N/N=C/c1ccco1)c1cccc(N2CCCC2=O)c1,5,-2.1,-2,1,-6,-7,-2,1,0

# Full records from above. Order of values: CHRM1 PAM	CRFR2-BP ag	M1 antag	M5 ag	CHRM5 antagonist	CHRM5 PAM	CHRM4 antagonist	M4 ag	CHRM4 PAM
# Cc1ccccc1C(=NC(=O)c1ccccc1)c1ccccc1 is listed with 0	-0.8	-2	-7	-3	1	-6	-2	11
# COc1ccc(C)cc1N(CC(=O)N/N=C/c1ccc2c(c1)OCO2)S(C)(=O)=O is listed with 10	-0.3	-6	-4	8	2	-1	2	2

# High-throughput results: PubChem, several laboratories
